GLP1R inv ag: qHTS of GLP-1 Receptor Inverse Agonists (Inhibition Mode). HEK293 GLP-1R CRE-luciferase, luminescence, 24 h; GLP-1R form is constitutively active. Glucagon-like peptide 1 receptor (Homo sapiens), P43220. AID 624417, 2012. Potency, µM (doses to about 38.3 µM), for inactives: top-dose activity change, negative = inhibition, most hits filed as inhibitors. 410,000 compounds, 1.6% hits; note: potency is the fitted concentration of half-maximal effect; % is set by controls: 0 for no effect and ±100 for the full control effect; nearly all actives have a fitted effect of over 55% in size
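GLP-1R inverse agonism mode: basal reporter luminescence in engineered HEK293 cells measured after one day of compound exposure at 37 deg C, with a 12 min room-temperature detection step.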
GLP-1R agonist: qHTS of GLP-1 Receptor Agonists. Glucagon-like peptide 1 receptor (Homo sapiens), P43220. HEK293 GLP-1R CRE-luciferase, luminescence, 4-6 h; cells express a hypersensitive GLP-1R form. Potency, µM (doses to about 45.6 µM), inactives show at the highest dose activation, actives largely listed as activators. 380,000 compounds, 0.007% hits. AID 624172, 2012; note: potency is the fitted concentration of half-maximal effect; % of control where 0% means no effect
aSyn yeast inh: qHTS of alpha-syn Inhibitors; Yeast expressing alpha-synuclein, growth rescue, BacTiter-Glo, 24 h; Potency, µM (highest dose often 46.1 µM), for inactives: top-dose growth rescue (activation), actives largely listed as activators; 370,000 compounds, 0.14% hits; note: potency is the fitted concentration of half-maximal effect; % of control where 0% means no effect; nearly all actives have a fitted effect of over 65% in size
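Screening used galactose-induced yeast with toxic alpha-synuclein levels, exposed to compound for 24 hr at 30 deg C. Cell growth, read with BacTiter-Glo luminescence, gave the measured signal.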
PTHR1 agonist: qHTS for PTHR1 Agonists: Primary Screen; Parathyroid hormone/parathyroid hormone-related peptide receptor (Homo sapiens), Q03431; HEK293 GP2 PTHR1 cells, GloSensor cAMP luminescence, 1 h; Potency, µM (doses to about 115 µM), inactives show top-dose activation, actives largely listed as activators; 410,000 compounds, 0.075% hits; AID 743266, 2014; note: potency is the fitted concentration of half-maximal effect; nearly all actives have a fitted effect of over 55% in size; some results filed as inactive show a strong effect at the top dose; inactives centre near -15; many of its hits are not listed in these tables
Target sequence (Q03431 whole entry, looked up): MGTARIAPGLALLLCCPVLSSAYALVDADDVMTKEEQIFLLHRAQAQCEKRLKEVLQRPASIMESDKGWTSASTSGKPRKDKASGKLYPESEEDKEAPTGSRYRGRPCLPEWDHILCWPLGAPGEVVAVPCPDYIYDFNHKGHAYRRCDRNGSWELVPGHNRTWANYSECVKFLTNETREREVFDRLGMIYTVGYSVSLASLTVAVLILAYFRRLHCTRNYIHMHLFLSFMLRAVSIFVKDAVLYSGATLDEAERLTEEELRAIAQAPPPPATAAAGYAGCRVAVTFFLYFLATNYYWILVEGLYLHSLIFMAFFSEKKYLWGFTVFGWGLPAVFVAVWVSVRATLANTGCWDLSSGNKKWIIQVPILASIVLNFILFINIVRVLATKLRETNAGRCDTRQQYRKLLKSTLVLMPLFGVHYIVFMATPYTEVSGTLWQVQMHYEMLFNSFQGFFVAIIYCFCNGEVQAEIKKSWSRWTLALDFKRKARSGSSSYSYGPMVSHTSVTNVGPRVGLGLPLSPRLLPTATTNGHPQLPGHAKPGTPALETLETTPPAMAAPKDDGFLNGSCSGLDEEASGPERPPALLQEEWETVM
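HEK-293-derived GP2 cells expressing PTHR1 and a GloSensor cAMP reporter, 3,000/well, plated overnight, given luciferin plus IBMX (each 0.5 mM as added) for 1 h at 37 °C, then compound for 1 h at 37 °C. Luminescence was read after 15 min at room temperature.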
FUS yeast rescue: qHTS for Suppressors of FUS Proteinopathy: Primary screen using FUS-linked yeast assay; AID 1347120, 2019; 390,000 compounds, 0.24% hits; S. cerevisiae FUS-expressing, growth rescue, OD600, 24 h; Potency, µM (top dose mostly 76.6 µM), for inactives: at the top dose growth rescue (activation), hits mostly activators;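 note: potency is the fitted concentration of half-maximal effect; plate controls were DMSO vehicle for no effect and reference control for full effect; nearly all actives have a fitted effect of over 55% in size; some results filed as inactive show a strong effect at the top dose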
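Yeast expressing FUS under galactose induction, OD 0.005 in 2% galactose medium; compounds in a dilution series, 24 h at 30C. Growth rescue by absorbance at 600 nm; CP55940 positive control, DMSO negative.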
pAkt inh: HTS Assay for Inhibitors of Akt Phophorylation: Primary Screen. activity change, % for hits at 50 µM. Neuro2A IGF-stimulated pAkt S473 HTRF, 20 min; hits give low values. 360,000 compounds, 0.32% hits; in the data active = activity change below about -80%; inconclusive = mostly about -51% to -80%; note: % is set by controls: 0 for no effect and ±100 for the full control effect
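Single-point screen (50 µM final compound) in Neuro2A cells stimulated 20 min with 6 nM IGF at 37 deg C. After lysis, Ser473-phosphorylated Akt read by HTRF (ex 330 nm, em 615/665 nm) as the 665/615 ratio.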
D3 antag: qHTS of D3 Dopamine Receptor Antagonist: qHTS; D(3) dopamine receptor (Homo sapiens), P35462; D3R cells, DiscoveRx beta-arrestin luminescence, antagonist mode; hits give low values; max response, negative = inhibition, %; 360,000 compounds, 2.5% hits; AID 652054, 2013; in the data active = max response below about -50%; inconclusive = no clear call, values can overlap the other calls; note: % is set by controls: 0 for no effect and ±100 for the full control effect; mostly tested at two doses, the higher about 12 µM
Target sequence (P35462 whole entry, looked up): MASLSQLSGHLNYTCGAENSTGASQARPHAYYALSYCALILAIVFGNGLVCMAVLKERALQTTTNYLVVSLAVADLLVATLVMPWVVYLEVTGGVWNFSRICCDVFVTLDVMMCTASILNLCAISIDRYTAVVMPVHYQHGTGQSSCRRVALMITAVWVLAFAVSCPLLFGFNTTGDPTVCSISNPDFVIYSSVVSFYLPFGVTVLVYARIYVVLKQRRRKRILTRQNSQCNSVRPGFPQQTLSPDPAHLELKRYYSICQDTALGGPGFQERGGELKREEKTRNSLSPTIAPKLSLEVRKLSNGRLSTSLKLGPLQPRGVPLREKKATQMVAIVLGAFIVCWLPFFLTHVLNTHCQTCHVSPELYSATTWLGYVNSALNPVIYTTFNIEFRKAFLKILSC
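Cells plated overnight at 1500 cells/well, then exposed to library compounds with dopamine controls for 90 minutes at 37 degrees C. DiscoveRx reagent added for 30–60 minutes at room temperature; luminescence read, quantitative HTS format.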
TDP43 rescue: qHTS of TDP-43 Inhibitors. TDP-43 expressing yeast growth rescue, BacTiter-Glo, 24 h. AID 652104, 2013. Potency, µM (highest dose often 46.1 µM), without a hit: top-dose growth rescue (activation), hits mostly activators. 410,000 compounds, 1.8% hits; note: potency is the fitted concentration of half-maximal effect; % of control where 0% means no effect; nearly all actives have a fitted effect of over 50% in size
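In this qHTS, compounds that restore growth of yeast expressing TDP-43 appear as activators. Cells (OD600=0.02, galactose medium, raffinose-pregrown) are incubated with compound 24 hr at 30 deg C and growth is quantified by BacTiter-Glo.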
Abeta rescue: qHTS for compounds that reverse cellular toxicity of Amyloid beta (A-beta) peptide in yeast: Primary Screen | Potency, µM (highest dose often 46.1 µM), inactives show top-dose growth rescue, usual class: activators | yeast expressing A-beta42, growth rescue, OD600, 48 h; response scale: 0% DMSO, 100% iron-clioquinol control | 410,000 compounds, 0.063% hits; note: potency is the fitted concentration of half-maximal effect; nearly all actives have a fitted effect of over 55% in size
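Yeast growth medium received pinned compounds, then yeast cells expressing toxic A-beta were added; plates incubated at 30 C for 48 hr. Growth read as absorbance at 600 nm, normalized to DMSO and equimolar FeCl3 plus clioquinol controls.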
An asterisk follows results filed as active; i = inactive; ? = inconclusive; nt = not tested or not shown; & = joins results of further samples; [ ] = dose if it differs, or a comment. Unless noted, calls come from the whole dose curve; as a rule, active = well fitted curve in the direction sought with a large enough effect; inconclusive = small, poorly fitted or top-dose-only effect, or another doubt; inactive = no such curve, though single readings can be large; an effect the other way counts as inactive or inconclusive. A portion of the library (hit frequency here may not be typical).

SMILES,GLP1R inv ag,GLP-1R agonist,aSyn yeast inh,PTHR1 agonist,FUS yeast rescue,pAkt inh,D3 antag,TDP43 rescue,Abeta rescue
COC(=O)c1ccc(C(=O)Nc2ccc(F)cc2)cc1,11%,-5%,-10%,-45%[inhibitor],-17%,i,?,21%,-14%
O=C(NCCc1ccccn1)C1CCN(S(=O)(=O)c2ccc(Cl)cc2)CC1,-20%,2%,1%,i,0%,i,1,12%[9.22 µM],5%
CCC(C)C(NC(=O)C(CC(C)C)NC(=O)C(CO)NC(=O)C1CCC(=O)N1)C(=O)OC (configuration not stated),12%,0%,-9%,49%,1%,i,-23,5%,0%
Cc1n[nH]c(C)c1CCCOc1ccccc1,27%,19%,-1%,-5%[57.5 µM],10%,i,5,22%,6%
CC1CCN(C(=O)COC(=O)C23CC4CC(CC(O)(C4)C2)C3)CC1,-6%,-5%,?,-25%,-17%,i,-1,14%,1%
Cc1c(CCOC(=O)c2ccccc2)sc[n+]1CC(=O)c1ccc(Br)cc1,?,4%,5%,-20%,16%,i,-5,19%,-3%
CCOC(=O)C1CCN(C(=O)c2cnn(-c3ccc(F)cc3)c2-n2cccc2)CC1,10%,4%,4%,i,18%,nt,nt,?,-11%
S=C(c1ccccc1)N1CCCc2ccccc21,?,3%,-1%,-1%,nt,i,?,14%,-14%
Cc1csc(NC(=O)CSc2nnc(Cc3cccn3C)n2CCc2ccccc2)n1,-17%,10%,-1%,-77%[inhibitor],37%,i,15,0%,-4%
NC(CO)C12CC3CC(CC(C3)C1)C2 (configuration not stated),4%,1%,-21%,1%,19%,i,-11,-15%,-11%
CC(C)CNC(=O)Cn1c(=O)c2c(ncn2CC(C)C)n(Cc2ccccc2)c1=O,-21%,1%,9%,-20%,-13%,i,3,-2%,6%
CC(C)C(=O)N1N=C2CCCCC2C1(O)C(F)(F)F (configuration not stated),8%,0%,-7%,?,-16%,i,2,3%,2%
O=C(CN1CCN(C(=O)c2cccc(-n3cnnn3)c2)CC1)Nc1ccccc1Cl,8%,0%,5%,i,nt,i,6,22%,-2%
CCOC(=O)C1=C(C)Nc2ccccc2N=C1NC(=O)Cc1ccc(Br)cc1,0%,-1%,3%,-5%,nt,i,0,10%,17%
O=C(Nc1nc(=S)ss1)c1c(F)cccc1F,6%,-4%,-8%,i,3%,i,-16,21%,-2%

A draw from above in order of molar mass, rising:
SMILES,GLP1R inv ag,GLP-1R agonist,aSyn yeast inh,PTHR1 agonist,FUS yeast rescue,pAkt inh,D3 antag,TDP43 rescue,Abeta rescue
CCOC(=O)C1CCN(C(=O)c2cnn(-c3ccc(F)cc3)c2-n2cccc2)CC1,10%,4%,4%,i,18%,nt,nt,?,-11%
Cc1c(CCOC(=O)c2ccccc2)sc[n+]1CC(=O)c1ccc(Br)cc1,?,4%,5%,-20%,16%,i,-5,19%,-3%
Cc1csc(NC(=O)CSc2nnc(Cc3cccn3C)n2CCc2ccccc2)n1,-17%,10%,-1%,-77%[inhibitor],37%,i,15,0%,-4%

Following part:
SMILES,GLP1R inv ag,GLP-1R agonist,aSyn yeast inh,PTHR1 agonist,FUS yeast rescue,pAkt inh,D3 antag,TDP43 rescue,Abeta rescue
CCCNC(=O)C1CC(=O)N(c2ccc(OCc3ccc(F)cc3)cc2)C1 (configuration not stated),?,5%,-7%,-20%,-27%,i,3,8%,-6%
O=C(Nc1ccc(S(=O)(=O)NC2=NCCCCC2)cc1)c1ccc(C(F)(F)F)cc1,?,10%,-2%,-41%[inhibitor],?,i,2,15%,-2%
S=c1[nH]nc(-c2cccnc2)n1/N=C/c1cccs1,0%,-8%,-10%,i,11%,i,-111*,9%,12%
COc1cc(NC(=O)Cn2cnc3c(NCc4ccccc4)ncnc32)cc(OC)c1OC,10%,6%,1%,i,4%,i,-2,24%,-6%
Cc1ccc(C2=NN(CC(=O)NCCC(C)C)C(=O)CC2)cc1,-13%&10%,0%,-1%,i,4%&7%,i,-29,5%&1%,-1%&-5%
COc1cccc(C(=O)Nc2cccc(OCc3cc(=O)n4cc(C)ccc4n3)c2)c1,2%,nt,nt,7%,-19%,nt,nt,10%,-9%
OCCCNc1ncnc2sc3c(c12)CCN(Cc1ccccc1)C3,6%,-8%,4%,-23%,-15%,i,-8,6%,-25%
CCOC(=O)C1=C(O)C(Nc2nc3ccccc3s2)(C(F)(F)F)N=C1C (configuration not stated),0%,0%,-2%,-47%[inhibitor][57.5 µM],12%,i,-11,18%,-1%
COc1ccc(C2CC(C(F)(F)F)n3nc(C(=O)O)c(Cl)c3N2)cc1OC (configuration not stated),1%,-28%,3%,-4%,-12%,i,-16,8%,10%
CC1CCN(CCCNC(=O)CCc2nnc3n(CCc4ccccc4)c(=O)c4ccccc4n23)CC1,4%,-2%,-4%,-4%,5%,i,-17,-7%,1%
Brc1ccc(-c2csc(N/N=C/c3cccnc3)n2)cc1,?,12%,-12%,-17%,-15%,i,11,-2%,-4%
O=C(c1ccccc1)c1ccccc1C(=O)N1CCOCC1,?,27%,1%,-8%,-12%,i,14,-4%,-2%
CCc1ccc(NC(=S)N(Cc2ccc(Cl)cc2)Cc2ccc(C(=O)O)cc2)cc1,?,0%,-20%,i,?,i,-16,?,-7%
O=C(CNC(=O)c1cccs1)OCc1c(F)cccc1Cl,9%,12%,-8%,-14%,0%,i,-19,11%,-3%
N=C1c2ccccc2CN1NC(=O)CC12CC3CC(CC(C3)C1)C2,0%,1%,-5%,-1%,nt,i,-3,17%,11%
CC(C)OC(=O)CC(=O)CC(O)c1cccc([N+](=O)[O-])c1 (configuration not stated),2%,nt,-1%,i,3%,i,-18,12%,-12%
CC(NC(=O)c1cccc(Br)c1)c1ccccc1 (configuration not stated),?,17%,-15%,i,8%,i,4,24%,13%
CNC[C@@H](C)NC[C@@H](Cc1ccccc1)NCCc1ccccc1,?,-5%,-4%,13%,-30%,i,-86*,-11%,-9%
Oc1ccc(O)c(Cc2nc3ccccc3[nH]2)c1,9%,5%,-9%,-9%,?,i,-17,-7%[9.22 µM],-5%
O=C(O)CCN1c2ccccc2Sc2ccccc21,10%,-1%,17%,-25%,28%,i,-12,?,-21%
COc1cc(C(=O)N2CCN(S(=O)(=O)c3cccc(F)c3)CC2)ccc1OCC(=O)N1CCOCC1,17%,9%,-8%,-22%,-5%,i,-9,16%,6%
O=C(CSCc1ccc(Cl)cc1)N/N=C/c1c(Cl)cccc1Cl,9%,0%,8%,-1%,nt,i,23,15%,0%
O=C(NCCCN1CCOCC1)c1cc(Cl)ccc1Cl,3%,1%,1%,-1%,-15%,i,-1,21%,-3%
CCC(C)c1ccc(OCC(=O)Nc2cccc(-c3nc4ncccc4o3)c2)cc1 (configuration not stated),?,nt,nt,-2%,?,nt,nt,?,-11%
CC(C)(C)OC(=O)C[C@H]1C/C=C\C[C@H](CC(=O)N[C@@H](CO)Cc2ccccc2)C(=O)N[C@H](C(C)(C)C)COC1=O,12%,8%,0%,i,29%,i,0,22%,0%
CCOC(=O)c1ccc(NC(=O)c2cc(OC)c(OC)c(OC)c2Br)cc1,?,5%,-7%,-16%,34%,i,2,19%,-11%
CC1CC(C)(C)NC(=S)O1 (configuration not stated),8%&-7%,3%&1%,4%&-3%,-18%,-13%&-12%,i,26&-7,4%&4%,-4%&-6%
COc1cc(OC)cc(C(=O)OCC(=O)N2CCCC2)c1,-7%,4%,1%,i,20%,i,-9,-18%,-7%
CC(C)CNS(=O)(=O)c1ccc(CCC(=O)N2CCC(C(N)=O)CC2)cc1,5%,6%,-1%,22%,-12%,i,5,-6%,3%
COc1ccc(OC)c(NC(=O)[C@H](Cc2ccccc2)N2Cc3ccccc3C2=O)c1,-21%,2%,nt,-28%,40%,nt,nt,20%,-2%
CCCCN(C)C(=O)C1CCCN(S(=O)(=O)c2ccc3c(c2)oc(=O)n3C)C1 (configuration not stated),-19%,-1%,8%,-2%,-9%,i,-28,5%,-10%
C=CCNC(=O)c1ccncc1,4%,4%,0%,-21%[57.5 µM],-13%,i,16,-5%,-3%
Cc1ccc(S(=O)(=O)c2c(C)nn(-c3ccccc3)c2OC(=O)c2ccco2)cc1,-7%,-6%,0%,-6%,-16%,i,13,-7%,15%
CCOC(=O)c1cc(C)n(CC2CCC(C(=O)Nc3ccc(C)c(F)c3)CC2)c1C (configuration not stated),-2%,nt,nt,-43%[inhibitor],6%,nt,nt,-3%,12%
O=C(c1c(F)c(F)c(F)c(F)c1F)N1CCN(Cc2ccc3c(c2)OCO3)CC1,?,-4%,-2%,-45%[inhibitor],-2%,i,-12,-26%,-6%
CCOc1ccc(C(=O)NC(=S)Nc2ccc(NC(=O)c3ccco3)c(C)c2)cc1[N+](=O)[O-],8%,0%,0%,14%,3%,i,-1,-6%,-9%
CC(c1ccccc1)N1C(=O)c2ccc(C(=O)Nc3ccc(Br)cc3C(=O)O)cc2C1=O (configuration not stated),3%,8%,-1%,-36%[inhibitor],17%,i,43,10%,13%
Cc1ccccc1P(=O)(c1ccccc1)c1ccccc1C,?,6%,1%,i,17%,i,?,-7%,6%
C#CCN(C[C@@H]1[C@@H](OC(=O)Nc2cccs2)[C@@H](OC(=O)Nc2cccs2)Cn2c(=O)n(CCCCCC)c(=O)n21)S(=O)(=O)c1ccc(C)cc1,?,-3%,0%,2%,?,i,-13,22%,-4%
O=C(/C=C/c1ccco1)Nc1ccccc1N1CCCC1,?,6%,?,-19%,-15%,i,22,6%,-37%[inhibitor]

Bioassay records as filed in PubChem.
